KCNH2 WT inh: qHTS for Inhibitors of KCHN2 3.1: Wildtype qHTS; Voltage-gated inwardly rectifying potassium channel KCNH2 (Homo sapiens), Q12809; U2OS, BacMam KCNH2, thallium flux FluxOr; stronger effect = lower value; activity change, % at 1.84 µM; hit rate 0.37% among 340,000;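 active = maximum activity change below -70%; inconclusive = maximum activity change between -70% and -50%; inactive = maximum activity change above -50%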
Target sequence (Q12809 whole entry, looked up): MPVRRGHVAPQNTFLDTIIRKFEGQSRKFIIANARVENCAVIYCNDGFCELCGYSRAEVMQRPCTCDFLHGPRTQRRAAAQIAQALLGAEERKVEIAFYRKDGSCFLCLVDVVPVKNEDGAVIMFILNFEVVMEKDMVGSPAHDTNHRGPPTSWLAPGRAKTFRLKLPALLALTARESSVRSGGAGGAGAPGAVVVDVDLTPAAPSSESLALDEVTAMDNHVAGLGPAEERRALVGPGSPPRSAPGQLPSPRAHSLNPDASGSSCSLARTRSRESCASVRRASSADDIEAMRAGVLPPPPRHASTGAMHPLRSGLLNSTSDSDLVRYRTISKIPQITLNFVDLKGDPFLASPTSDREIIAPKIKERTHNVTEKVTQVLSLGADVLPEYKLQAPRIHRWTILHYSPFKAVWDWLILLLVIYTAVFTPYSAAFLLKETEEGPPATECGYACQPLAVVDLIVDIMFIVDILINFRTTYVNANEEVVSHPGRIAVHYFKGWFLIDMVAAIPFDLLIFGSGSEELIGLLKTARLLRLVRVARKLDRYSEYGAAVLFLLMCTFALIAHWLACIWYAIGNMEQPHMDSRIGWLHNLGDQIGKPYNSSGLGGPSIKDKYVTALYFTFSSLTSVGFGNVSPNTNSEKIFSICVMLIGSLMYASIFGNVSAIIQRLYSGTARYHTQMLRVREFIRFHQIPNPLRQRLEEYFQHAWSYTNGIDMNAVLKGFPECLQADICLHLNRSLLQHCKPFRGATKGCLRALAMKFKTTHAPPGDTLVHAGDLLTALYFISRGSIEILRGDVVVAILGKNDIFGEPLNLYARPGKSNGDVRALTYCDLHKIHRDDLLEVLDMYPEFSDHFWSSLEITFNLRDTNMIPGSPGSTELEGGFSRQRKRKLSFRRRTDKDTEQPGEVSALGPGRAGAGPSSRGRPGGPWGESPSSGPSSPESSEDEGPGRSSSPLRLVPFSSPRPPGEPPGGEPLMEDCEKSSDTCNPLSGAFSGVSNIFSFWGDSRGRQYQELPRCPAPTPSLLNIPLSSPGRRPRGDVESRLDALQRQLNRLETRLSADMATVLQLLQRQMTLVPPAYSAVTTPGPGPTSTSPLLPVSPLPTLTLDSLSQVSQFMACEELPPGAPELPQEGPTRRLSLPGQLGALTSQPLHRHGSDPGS
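U2OS cells transduced with wild-type KCNH2 virus are loaded with FluxOr dye for 45 min, and thallium flux is measured in kinetic reads before and after stimulation buffer. Rate constants are normalized to DMSO controls.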
The depositor's hits bear a star; ? = inconclusive. % is scaled to controls: 0 for no effect and ±100 for the full control effect.

SMILES	KCNH2 WT inh
CC(C)C1C(=O)N(Cc2cn(CCC3OCCO3)nn2)CCS(=O)(=O)N1Cc1ccc(-c2cccc(N(C)C)c2)cc1 (stereo not given)	-16.6
CC(=NNC(=S)N1CCCC1)c1ccccn1	0.2
O=C(OCc1cn([C@@H]2CN(Cc3cccs3)[C@@H](c3ccccc3)C[C@H]2O)nn1)c1ccccc1	-3.0
COc1cccc(COC(=O)C2CC(=O)N(Cc3ccccc3)C2)c1OC (stereo not given)	4.5
COc1ccc(C(=O)NCC(c2ccco2)N2CCc3ccccc3C2)c(OC)c1 (stereo not given)	17.9
CCN(CC)C(=O)C1=C(C)N(Cc2ccccc2)C(=O)C(CC(=O)NC2CCCCC2)C1 (stereo not given)	27.3
O=c1c2ccccc2sn1-c1ccc(Cl)cc1Cl	-2.7
C#CCOC(=O)CCCN1C(=O)c2cccc3cccc(c23)C1=O	-6.7
COc1ccc(NC(=O)N(C)[C@H]2C[C@H]3c4[nH]c5ccccc5c4CCN3C[C@H]2[C@H](C)O)cc1	-1.9
CN(C(=O)COC(=O)Cc1ccc(Br)cc1)c1c(N)n(Cc2ccccc2)c(=O)[nH]c1=O	1.4
C[C@@H]1CN([C@@H](C)CO)C(=O)CCCn2nncc2CO[C@@H]1CN(C)C(=O)Nc1ccc(N2CCN(C)CC2)cc1	-5.7
Cc1ccc(-c2ccccc2C2=CC(=O)CC(C)(C)C2=O)cc1	-4.4
COc1ccc(S(=O)(=O)N2CCC(C(=O)NCCc3ccc(OC)c(OC)c3)CC2)cc1	-7.6
C[C@H](CO)N1C[C@H](C)[C@H](CN(C)C(=O)Nc2ccc(C(F)(F)F)cc2)Oc2ncc(-c3cccnc3)cc2C1=O	-6.7
O=C(OCc1cn([C@@H]2CN(CC3CCCCC3)[C@@H](c3ccc(Cl)cc3)C[C@H]2O)nn1)c1ccccc1	-10.1
Cc1ccc(S(=O)(=O)N2C[C@@H](C)[C@]3(C2)[C@H](O)[C@H](OC(=O)NCc2ccccc2F)C[C@H]2C(=O)N(c4ccccc4)C(=O)[C@H]23)cc1	17.4
COc1ccc(-c2ccc(CN3C(C(C)C)C(=O)N(Cc4cn(CC5CCCCC5)nn4)CCS3(=O)=O)cc2)cc1 (stereo not given)	-14.3
O=C1CCCCc2cc(O)c(O)cc21	2.0
O=C(NCCN1CCOCC1)c1ccc2c(c1)N(Cc1cccc(Cl)c1)C(=O)c1ccccc1S2(=O)=O	2.5
COc1ccc(S(=O)(=O)N(C)C[C@H]2OCc3cnnn3CCCC(=O)N([C@H](C)CO)C[C@@H]2C)cc1	1.7
O=C(Nc1cccc(Cl)c1Cl)c1ccco1	-9.0
COc1ccc(CCNS(=O)(=O)c2ccc3c(c2)CC(C)N3C(=O)C2CC2)cc1OC (stereo not given)	-5.0
CCN(CC)C(=O)C1=C(C)N(CCC2=CCCCC2)C(=O)C(CC(=O)NCCN2CCOCC2)C1 (stereo not given)	-2.1
Cc1cccc(C)c1OCCOC(=O)c1ccc(S(=O)(=O)N2CCCC2)cc1	-3.6
CN(C)c1ccc2nc3ccc(=O)cc-3sc2c1	7.7
SMILES	KCNH2 WT inh
CC1(C(=O)NNC(=O)c2cccc([N+](=O)[O-])c2)CC1Br (stereo not given)	7.0
Cc1nc2ccccn2c(=O)c1NC(=O)c1ccc2c(c1)OCO2	0.4
Cc1nc(-c2cccc(NC(=O)c3ccc(Cl)c(S(=O)(=O)N4CCCC4)c3)c2)cs1	4.2
Cc1ccc(OCC(=O)Nc2ccncc2)cc1C	-13.7
C[C@@H]1CN([C@H](C)CO)C(=O)c2c(c3ccccc3n2C)-c2ccccc2CO[C@H]1CN(C)Cc1ccccc1	2.8
O=C(Nc1ccnn1C1CCN(Cc2ccc(CO)o2)CC1)c1cccc(F)c1	-12.2
O=C(NNC(=O)c1cccc(S(=O)(=O)Nc2ccccc2F)c1)c1ccncc1	18.8
COc1cc(C)c2sc3ccccc3c(=O)c2c1NCCN(C)C	2.4
CCN(CC)C(=O)C1=C(C)N(Cc2ccc(OC)cc2)C(=O)C(CC(=O)NCCc2ccccn2)C1 (stereo not given)	17.1
CCCN1CCN(C(=O)c2ccc3[nH]c(C)c(C)c3c2)CC1	-7.8
Cc1noc(C)c1NC(=O)N(C)C[C@@H]1Oc2cc(Br)ccc2S(=O)(=O)N([C@@H](C)CO)C[C@H]1C	-7.2
Cc1ccc(S(=O)(=O)CCC(=O)Nc2cc(C)on2)cc1	-5.4
COc1cccc(N2CCN(C(=O)c3ccc(Cl)c(S(=O)(=O)N4CCCCCC4)c3)CC2)c1	2.2
CCC1NC(=O)c2cccnc2-n2c1nc1cc(OC)c(OC)cc1c2=O (stereo not given)	6.7
CCN(CC)C(=O)C1=C(C)N(Cc2ccc(F)cc2)C(=O)C(CC(=O)NC(c2ccccc2)c2ccccc2)C1 (stereo not given)	10.2
Cc1cccc(NC(=O)Oc2ccc(Cl)c3cccnc23)c1	-3.5
Cc1ccc([C@H]2C[C@@H](n3cc(C4CC4)nn3)[C@H](O)CN2CC2CCCCC2)cc1	3.1
COC(=O)C[C@H]1C[C@H]2c3cc(NC(=O)Nc4ccc(F)cc4)ccc3O[C@H]2[C@@H](CO)O1	-10.0
C[C@H](CO)N1C[C@H](C)[C@@H](CN(C)C(=O)CCC(F)(F)F)OCc2cnnn2CCCC1=O	1.1
CC1=C(C(=O)N2CCOCC2)CC(CC(=O)NCC2CCCCC2)C(=O)N1CCCN1CCCC1=O (stereo not given)	-8.9
CCCCN1C(=O)C(CC(=O)NCc2ccco2)CC(C(=O)N(C)C)=C1C (stereo not given)	-12.0
Cc1c(N(C)S(=O)(=O)c2cccc(C(=O)NCc3cccnc3)c2)c(=O)n(-c2ccccc2)n1C	-4.0
Cc1cc(C)c(SSc2nnnn2-c2ccccc2)c(C)c1	0.4
COC(=O)c1ccc(NC(=O)CN2CCC(NC(=O)c3ccccc3F)CC2)cc1	-6.9
COc1ccc(Cc2nc3ccc(C(=O)N(C)Cc4nccn4C)cc3o2)cc1	-8.8

Sorted by count of non-hydrogen atoms (ascending): part of the list above.
SMILES	KCNH2 WT inh
Cc1ccc(OCC(=O)Nc2ccncc2)cc1C	-13.7
CC1(C(=O)NNC(=O)c2cccc([N+](=O)[O-])c2)CC1Br (stereo not given)	7.0
Cc1ccc([C@H]2C[C@@H](n3cc(C4CC4)nn3)[C@H](O)CN2CC2CCCCC2)cc1	3.1
COc1cccc(N2CCN(C(=O)c3ccc(Cl)c(S(=O)(=O)N4CCCCCC4)c3)CC2)c1	2.2
CCN(CC)C(=O)C1=C(C)N(Cc2ccc(F)cc2)C(=O)C(CC(=O)NC(c2ccccc2)c2ccccc2)C1 (stereo not given)	10.2

Other records follow:
SMILES	KCNH2 WT inh
O=C1C(=Cc2ccccc2[N+](=O)[O-])Cc2ccccc21	0.2
CC(C)OC(=O)N(C)C[C@H]1OCc2cnnn2CCCC(=O)N([C@H](C)CO)C[C@@H]1C	7.4
CSc1ncnc2c1ncn2CCCNCC(c1ccccc1)c1ccccc1	68.9
CC(C)C1C(=O)N(Cc2cn(CCC3OCCCO3)nn2)CCS(=O)(=O)N1Cc1ccc(-c2ccncc2)cc1 (stereo not given)	-8.9
CN1C(=O)[C@H]2[C@@H](c3ccc(C(F)(F)F)cc3)N[C@]3(CCCN(Cc4ccc(Cl)cc4)C3=O)[C@H]2C1=O	5.9
c1ccc(COc2ncnc3c2ncn3CCCNCc2cccs2)cc1	10.4
CC(=O)Nc1ccc(OCc2cn(CC(=O)c3ccc(O)cc3)nn2)cc1	3.3
COC(=O)c1ccc(C(=O)OC)c(NC(=O)Cc2cccs2)c1	-14.0
C[C@H]1CN([C@@H](C)CO)C(=O)CCCn2nncc2CO[C@H]1CN(C)C(=O)c1ccncc1	4.0
CC(C)(C)N1CC(C(=O)Nc2ccc(C(N)=O)cc2)CC1=O (stereo not given)	1.8
O=C(N/C(=C/c1ccc(F)cc1)C(=O)N1CCOCC1)c1ccco1	-4.7
COc1cc2ccc(NC(C)=O)cc2cc1OC	7.0
CC1(C)CC(=O)C=C(c2ccc(Oc3ccccc3)cc2)C1=O	-1.5
COc1ccc(C2CCc3cc4c(cc3C2=NO)OCO4)cc1OC (stereo not given)	-0.7
C[C@@H]1CN([C@@H](C)CO)S(=O)(=O)c2ccc(/C=C/c3ccccc3)cc2O[C@@H]1CN(C)Cc1ccc(C(=O)O)cc1	6.0
O=C(Nc1ccc(C(=O)N2CCOCC2)cc1)c1ccccc1Cl	2.0
O=C(Nc1ccccc1Cl)Nc1ccnn1C1CCN(C(=O)C2CCOC2)CC1 (stereo not given)	4.5
COCCNC(=S)Nc1ccc(N2CCOCC2)c(S(=O)(=O)Nc2ccc(Cl)cc2)c1	8.5
COc1ccc(C)cc1/C=C/C(=O)N1CCN(S(=O)(=O)c2cccs2)CC1	-9.7
Cc1ccc(N(C)S(=O)(=O)c2cccc(C(=O)OCC(=O)N(C)Cc3ccccc3)c2)cc1	29.0
CCN(CC)C(=O)C1=C(C)N(Cc2ccc(F)cc2)C(=O)C(CC(=O)NCc2cccs2)C1 (stereo not given)	?
Cc1c(C)c2cc(Cl)c(OCC(=O)NCCCN3CCCC3=O)cc2oc1=O	-2.1
CC(=O)c1cccc(NC(=O)C2CCCN2S(=O)(=O)c2ccccc2C(F)(F)F)c1 (stereo not given)	11.2
O=C(Nc1cccc2ccccc12)NC1CC1	9.0
O[C@@H]1CN(Cc2cccs2)[C@@H](c2ccccc2)C[C@H]1n1cc(C2CC2)nn1	1.8

Overlap with the part before: four compounds; new compounds follow.
SMILES	KCNH2 WT inh
Cc1c(C)c2cc(Cl)c(OCC(=O)NCCCN3CCCC3=O)cc2oc1=O	-2.1
CC(=O)c1cccc(NC(=O)C2CCCN2S(=O)(=O)c2ccccc2C(F)(F)F)c1 (stereo not given)	11.2
O=C(Nc1cccc2ccccc12)NC1CC1	9.0
O[C@@H]1CN(Cc2cccs2)[C@@H](c2ccccc2)C[C@H]1n1cc(C2CC2)nn1	1.8
CCn1c(O)c(N=NC(=O)CNC(=O)c2cccnc2)c2ccccc21	8.9
CC1CCN(S(=O)(=O)c2cccc(C(=O)NC3CCS(=O)(=O)C3)c2)CC1 (stereo not given)	2.4
CCN(CC(=O)Nc1cccc(OC)c1)C(=O)C1CC(=O)N(Cc2ccccc2Cl)C1 (stereo not given)	-0.2
O=[N+]([O-])c1cccc(N=NNc2cccc([N+](=O)[O-])c2)c1	-8.9
COc1ccc([C@H]2N[C@]3(CCCN(Cc4ccc(C(F)(F)F)cc4)C3=O)[C@H]3C(=O)N(Cc4ccccc4)C(=O)[C@@H]23)cc1	-1.7
COc1cccc(-c2n[nH]nc2C2=CC(=O)CC(C)(C)C2)c1	4.2
COc1ccc(C(CC(=O)c2ccc(C)cc2)Sc2ccccc2N)cc1 (stereo not given)	12.6
COc1ccccc1-c1cnc2c(c1)C(=O)N([C@@H](C)CO)C[C@H](C)[C@H](CN(C)C)O2	0.1
Cc1ccc(S(=O)(=O)N2C[C@H]3C(=O)C[C@@H](c4ccc(Cl)cc4)N(S(=O)(=O)c4ccccc4C)[C@H]3C[C@H]2c2cccc(Cl)c2)cc1	-0.3
Cc1ccc(C(=O)NC(C)C(c2cccs2)N2CCOCC2)cc1C (stereo not given)	-3.9
CN(C(=O)Nc1ccc(F)cc1)[C@H]1C[C@H]2c3[nH]c4ccccc4c3CCN2C(=O)[C@H]1CO	10.1
O=C(NN=Cc1ccc(Cl)cc1Cl)c1ccccc1	-7.9
Cc1ccc(S(=O)(=O)N2CCC(C(=O)N3CCN(c4ccccn4)CC3)CC2)cc1C	19.1
C[C@@H]1CN([C@@H](C)CO)C(=O)c2cc(Br)cnc2O[C@H]1CN(C)C(=O)Cc1ccccn1	-1.5
Cc1ccccc1C(=O)Nc1ccc(S(=O)(=O)NCC2CCCO2)cc1 (stereo not given)	-38.8
O=C1CSC(=S)N1N=Cc1c(F)cccc1Cl	22.5
Cc1cccc(CN(Nc2ccccc2)c2ccccc2)n1	-2.3
CC(C)OC(=O)N(C)C[C@@H]1OCc2cn(nn2)CCCC(=O)N([C@@H](C)CO)C[C@H]1C	-3.6
CC(C)Oc1ccc(S(=O)(=O)N2CCOCC2)cc1NC(=O)CSc1nnc(C2CC2)n1C	0.8
CC1(C)CC(=O)C=C(c2ccccc2CO)C1=O	2.3
Cc1ccccc1N(CC(=O)N1CCN(Cc2ccccc2)CC1)S(C)(=O)=O	-5.4
Cc1nc2nc(C(F)(F)F)[nH]c2nc1C	-31.9
COc1ccc(CCN2CC(C(=O)NCc3ccon3)CCC2=O)cc1 (stereo not given)	-3.3
CCCCn1c(NCc2ccc(OC)cc2O)nc2ccccc21	11.6
Cc1ccc(S(=O)(=O)N(C)c2ccc(C(=O)NC3CCCCC3)cc2)cc1	-8.4
SMILES	KCNH2 WT inh
C#CCN(C[C@@H]1[C@@H](OC(=O)NCCCCCC)[C@@H](OC(=O)NCCCCCC)Cn2c(=O)ccc(=O)n21)S(=O)(=O)c1ccc(C)cc1	-4.4
OCc1ccccc1Cn1ccnc1	1.6
COc1ccccc1NS(=O)(=O)c1cccc(NS(=O)(=O)c2cc(C(=O)O)ccc2Cl)c1	1.3
Cc1ccc(S(=O)(=O)N2C[C@]3(O)C[C@@H]4C(=O)N(c5ccccc5)C(=O)[C@@H]4C[C@]3(OC(=O)NC3CC3)C2)cc1	-7.7
COc1ccc(-c2ccc(CN3C(C)C(=O)N(Cc4cn(Cc5ccco5)nn4)CCS3(=O)=O)cc2)cc1 (stereo not given)	8.2
CCOC(=O)N(C)C[C@@H]1OCc2cnnn2CCCC(=O)N([C@H](C)CO)C[C@H]1C	-3.5
O=C(CSc1nnc(-c2ccccc2F)n1C1CC1)N1CCCC1	-8.1
Cc1ccccc1S(=O)(=O)N(C)C[C@H]1OCc2cnnn2CCCC(=O)N([C@@H](C)CO)C[C@H]1C	-13.6
CCN(C(=S)Nc1cccc2ccccc12)c1ccccc1	-10.7
O=C1NN=C2CCCCCCCCCCC12 (stereo not given)	1.6
Cc1n[nH]c(=O)n(N=Cc2c[nH]c3ccccc23)c1=O	14.7

Screening results from PubChem BioAssay.

An excerpt, so the mix of outcomes need not match the whole.
